Screening data (PubChem)
mcGAS inh: inhibitors of mouse cGAS | 160,000 tested, 0.15% active | inhibition, % at 12.5 µM | recombinant cGAS, Kinase-Glo ATP depletion luminescence | Q8C6L5;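 note: 0% = negative control wells and 100% = reference inhibitor with no enzyme activity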
NPYLR7 agonist: mosquito NPYLR7 agonism. HEK293T NPYLR7/Galpha15, GCaMP6s calcium fluorescence. activation, % at 10 µM. 270,000 tested, 0.15% active; in the data active = activation above about 40%;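 note: 0% = vehicle and 100% = reference agonist at the receptor; some compounds past the cut are filed as inactive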
hcGAS inh: inhibitors of human cGAS; inhibition, % at 12.5 µM; AID 1259398; recombinant h-cGAS, ATP depletion, Kinase-Glo luminescence; Q8N884; 290,000 tested, 0.081% active;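 note: 0% = vehicle reaction and 100% = reaction without DNA for no activity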
Target sequence (Q8N884 whole entry, looked up): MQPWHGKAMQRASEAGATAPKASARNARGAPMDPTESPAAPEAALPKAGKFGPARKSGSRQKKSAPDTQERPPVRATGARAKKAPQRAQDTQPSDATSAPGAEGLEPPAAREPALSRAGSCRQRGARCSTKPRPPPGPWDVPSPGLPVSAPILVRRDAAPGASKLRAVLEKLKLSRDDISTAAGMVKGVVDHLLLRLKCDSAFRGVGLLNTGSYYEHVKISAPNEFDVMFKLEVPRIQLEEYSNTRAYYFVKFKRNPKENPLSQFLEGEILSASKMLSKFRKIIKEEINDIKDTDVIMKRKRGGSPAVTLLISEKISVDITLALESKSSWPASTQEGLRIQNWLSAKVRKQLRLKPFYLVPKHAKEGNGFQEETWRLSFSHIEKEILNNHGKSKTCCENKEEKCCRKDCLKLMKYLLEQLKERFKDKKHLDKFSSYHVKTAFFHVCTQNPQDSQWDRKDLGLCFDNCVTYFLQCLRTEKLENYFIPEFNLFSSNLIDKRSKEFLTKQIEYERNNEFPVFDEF
The depositor's hits bear a star; / = not tested or not shown; & = joins results of further samples; ! = not active in a repeat. Cut-off read from the data, not from the text of the source, unless noted: active = inhibition above about 40%; inactive = the rest.

Values in the order – mcGAS inh, NPYLR7 agonist, hcGAS inh
> Cc1cccc(NC(=O)N(Cc2cccc(OS(=O)(=O)c3cccc(C(F)(F)F)c3)c2)CC(C)C)c1C
→ -7, -3, -18
> N#Cc1c(NC(=O)Cn2cc([N+](=O)[O-])cn2)sc2c1CCC2
→ -3, 3, 5
> CCc1nc2n(n1)C(=O)C(C(c1ccc(OC)c(OC)c1)N1CCC(O)CC1)S2 (stereo unspecified)
→ -1, -4, -3
> c1ccc2cc(-c3cnc(NCCN4CCOCC4)cn3)ccc2c1
→ /, -4, -6
> CC(C)Cn1c2c(=O)[nH]c(=O)n(C)c2n2c(-c3ccccc3Cl)nnc12
→ /, -1, 0
> O=C(CCN1CCCO1)N1CC[C@@H](c2ccc3ccccc3c2)[C@H](O)C1
→ /, 11, -2
> Cc1ccc(C(C)N(C)C(=O)NCC2(N(C)C)CCCC2)cc1 (stereo unspecified)
→ -2, -1, -3
> CC(OC(C)(C)C)C(NC(=O)OCc1ccccc1)C(=O)OCc1ccc([N+](=O)[O-])cc1 (stereo unspecified)
→ /, 3, 1
> Cc1nc2ncc3c(=O)n(CCCN(C)C)ccc3n2n1
→ /, 5, 8
> Cc1ccc2oc(=O)n(CCCOc3ccccc3C)c2c1
→ -7, 9, 3
> COc1cc(N=c2scc(-c3ccccc3)n2CCCN(C)C)cc(OC)c1
→ -7, 0, -1
> Cc1ccccc1CC1(C)C(=O)Nc2cc(Cl)cc(Cl)c21 (stereo unspecified)
→ -3, 2, 0
> CC1CCCN(c2nc3ccsc3c(=O)s2)C1 (stereo unspecified)
→ /, -3, -3
> CC(=O)Oc1c(-c2ccc(NC(=O)CC(C)(C)C)cc2)c(CC(C)C)nn1-c1ccc(F)cc1
→ -4, 12, -4
> N#Cc1ccc(CSc2nnc(C3CC3)n2C2CC2)cc1
→ /, -5, 6
> CC(NC(=O)CCC(=O)N1CCN(S(=O)(=O)c2ccc(Cl)cc2)CC1)c1ccco1 (stereo unspecified)
→ -6, 1, -1
> COc1ccccc1/C=C/CN1CCC(CO)(CCOc2ccccc2)CC1
→ -6, -9, -3
> COc1ccc(NCCn2c(C)c(C)n3c4c(=O)n(C)c(=O)n(C)c4nc23)c(OC)c1
→ /, 4, -6
> FC(F)(F)c1cccc(-c2noc(/C=C/c3ccccc3Cl)n2)c1
→ -5, -9, -3
> COCCn1cc(C(=O)N2CCN(C(C)C)CC2)c2nn(-c3ccccc3)c(=O)c-2c1
→ -9, -3, -10
> O=C1Cc2cc(-c3csc(-c4cccc(Br)c4)n3)ccc2N1
→ -3, 1, -6
> N#Cc1ccc(S(=O)(=O)NC2CC3CCC(C2)N3Cc2ccc3c(c2)OCO3)cc1 (stereo unspecified)
→ -4, 4, -1
> Cn1c(-c2ccccc2)c[nH]c1=S
→ -10, 2&-13, -6&-8
> COc1cccc(-c2ccc(NC(=O)C3CCCN(Cc4cnc(N(C)C)s4)C3)cc2)c1 (stereo unspecified)
→ -9, 15&9, -7&-4
> Cc1cccc(-n2c(Cc3ccccc3)nnc2SCCCC(=O)N2CCN(C(=O)c3cc(C(F)(F)F)cc(C(F)(F)F)c3)C(C)C2)c1 (stereo unspecified)
→ -6, 18, -9
> Cc1nc(-c2ccccc2)sc1C(=O)NCCCn1nc(-c2ccco2)ccc1=O
→ /, -5, 0
> Cc1cc(C(F)(F)F)nc(CCNC(=O)[C@@H]2C[C@@H](N)CN2)n1
→ -9, /, -4
> CCC(NC(=O)c1cc(Br)cnc1Cl)c1ncn[nH]1 (stereo unspecified)
→ -17, -4, -9
> CN1C(=O)[C@]2(C)[C@H](c3ccccc31)[C@@H](C(N)=O)CN2C(=O)OCC(C)(C)C
→ -8, 6, -10
> Cc1cc(C)c2c(c1)/C(=N\N1CCCCC1)C(=O)N2
→ /, -1, -1
> O=C(Nc1cc(Cl)ccc1Cl)c1ccc(S(=O)(=O)N2CCCCC2)cc1
→ -6, 0, -5
> Cc1cc(C(C)(C)C)oc1C(=O)N1CCNCC1
→ /, 1, -7
> OC[C@@H](Cc1ccccc1)NC[C@@H]1CCCN2CCCC[C@H]12
→ /, 0, -12
> Cc1ccc(C(=O)N(C)C)cc1NS(=O)(=O)/C=C/c1ccccc1
→ /, 0, -18
> O=c1c2ccccc2cc(Br)c2sccc12
→ /, -4&5, -4&0
> N#Cc1c(-c2ccccc2)cc(=O)n2c1[nH]c1ccccc12
→ /, 4, 1
> Cc1c(C)n2c3c(=O)[nH]c(=O)n(C)c3nc2n1CCN1CCC(C(N)=O)CC1
→ -10, 7, -1
> COc1ccc(Nc2cn[nH]c(=S)n2)cc1
→ /, -6, 3
> CCOC(=O)c1cc(Cc2ccccc2)sc1NC(=O)COc1ccc(Cl)cc1
→ -4, 13, -8
> CCC(C(=O)NC(C)c1nnc(SCc2cccc(OC)c2)n1-c1cc(Cl)ccc1Cl)c1ccccc1 (stereo unspecified)
→ -6, 13, -9
> CC(C)Oc1nc(-c2cccc(F)c2)n(-c2ccc(NC(=O)CCCCl)cc2)n1
→ -5, 13, -11
> Cc1ccc(F)cc1NC(=O)CNC(=O)c1cccc(-c2ncc[nH]2)c1
→ /, 1, 0
> CC(C)CC(C)N(c1ccc2[nH]ccc2c1)S(C)(=O)=O (stereo unspecified)
→ /, 7, -9
> Cc1cc(-n2nc(C)cc2C)n2nc(C)c(-c3ccccc3)c2n1
→ -7, -1, -5
> COCc1ccc(C(=O)N(Cc2ccccc2Cl)C(C)C)o1
→ -8, 26, -3
> COCCn1c(=O)c2c(nc3n2CCCN3c2ccc(Cl)cc2)n(C)c1=O
→ -11, 4, -4
> C=CCNC(=O)CSc1nnc2n(CCCC)c(=O)c3ccccc3n12
→ /, -5, -7
> CC(C)C(C)N(Cc1ccc(F)c(F)c1)Cc1cccn1Cc1ccc(C(F)(F)F)cc1 (stereo unspecified)
→ -9, 3, -7
> CC(C)NC(=O)N1CCCC(c2nnc(Cc3ccc(F)cc3)o2)C1 (stereo unspecified)
→ -7, -5, -9
> CC(=O)Nc1ccc(CC2CCN(Cc3ccc(F)c(C(F)(F)F)c3)CC2)cc1
→ -8, 3, -8

One compound at a time, as listed above:
Entry for CC(C)Cn1c2c(=O)[nH]c(=O)n(C)c2n2c(-c3ccccc3Cl)nnc12 : mcGAS inh: /; NPYLR7 agonist: -1; hcGAS inh: 0
Entry for N#Cc1c(NC(=O)Cn2cc([N+](=O)[O-])cn2)sc2c1CCC2 : mcGAS inh: -3; NPYLR7 agonist: 3; hcGAS inh: 5
Entry for Cn1c(-c2ccccc2)c[nH]c1=S : mcGAS inh: -10; NPYLR7 agonist: 2&-13; hcGAS inh: -6&-8

(next part)
Values in the order – mcGAS inh, NPYLR7 agonist, hcGAS inh
> Cc1oc(-c2cccs2)nc1CN1CCNC(C(=O)N2CCCC2)C1 (stereo unspecified)
→ /, 1, 3
> COc1ccccc1NC(=O)C1CCN(C(=O)C2CC3CCC2C3)CC1 (stereo unspecified)
→ /, -5, -7
> Cc1cc2c(cc1Cl)N1CCS(=O)(=O)N=C1S2
→ -7, 1, -10
> CCc1ccccc1OCCCN(C)C(=O)[C@@H]1C[C@@H](O)CN1
→ /, 1, -2
> COc1ccc(C2Nc3ccccc3C(=O)N2c2ccc(Cl)cc2)cc1COc1ccccn1 (stereo unspecified)
→ /, -7, -1
> O=C(c1ccccn1)N(Cc1ccccc1)c1nc(-c2ccc(F)cc2)cs1
→ -7, 0, -6
> CCS(=O)(=O)c1ccc(CC(=O)N(C)C2CCCCC2C)cc1 (stereo unspecified)
→ /, 0, -4
> O=C(c1ccc2c(c1)OCO2)N1CCC(n2cc(-c3ccccn3)nn2)CC1
→ -18, 2, -4
> CC(=O)N[C@@H](Cc1c[nH]c2ccccc12)C(N)=O
→ -3, /, -5
> CCc1nc2ccc(C(=O)Nc3ccc4c(c3)OCC(=O)N4)cn2c1N(CC)Cc1ccc(OC)c(OC)c1
→ -5, -3, -8
> CC(=O)NCCc1nc2ccccc2n1Cc1cccc2ccccc12
→ -7, 0, -4
> CN(C)C(=O)c1ccc(N2CCC(NCCC3(c4ccccc4)CCOC(C)(C)C3)CC2)cc1 (stereo unspecified)
→ -11, 6, -9
> O=C(Cn1cnc2c(nnn2-c2ccccc2)c1=O)NCc1ccc2c(c1)OCO2
→ /, 9, -3
> Cc1cc(-c2nn(-c3ccccc3F)cc2CN2CCN(c3cnccn3)CC2)c(C)s1
→ -10, 19, -12
> COc1cc(OC)cc(C(=O)NCC2CCCN(Cc3ccncc3)C2)c1 (stereo unspecified)
→ -5, 3&12, -7&-3
> Cc1ccc(C(=O)Nc2ccc(N3CCC(N(C)Cc4cn(C)nc4C)CC3)cc2)c(C)c1
→ -26, 8, -10
> COCCN(Cc1c(-c2cccc(C)c2)noc1N1CCCC1)C(=O)Nc1cccc(Cl)c1
→ 0, -5, 0
> CC(C)Nc1ccc(C(=O)N2CCOCC2)cn1
→ -3, -5, -1
> CN(Cc1ccc2ccccc2n1)C(=O)c1ccc(N2CCOCC2)nc1
→ -9, -1, -9
> CCOC(=O)C1C(=O)CSC1=Nc1ccc(Cl)cc1 (stereo unspecified)
→ /, -3, -1
> NS(=O)(=O)C#Cc1ccccc1
→ 2, 4&2, -4&5
> COc1cc(C)c(C)cc1S(=O)(=O)NCc1ccco1
→ -5, 3, 0
> CC(C)COCC(CN(Cc1ccccc1)c1ccccc1)N1CCCC1 (stereo unspecified)
→ -3, -11&3&4, -1&-1&-9&-1
> CCn1cc(-c2cccnc2OC)cn1
→ /, -4, -7
> CC(C)COCC(O)CN(Cc1ccc(F)cc1)Cc1ccsc1 (stereo unspecified)
→ -6, 35, -4
> Cc1onc(-c2ccccc2Cl)c1C(=O)N1CC(c2ccncc2)C1
→ -11, 8, -4
> CCOCCOc1nc(-c2cccc(OC)c2)n(-c2ccc(NCC(O)COCC(C)C)cc2)n1 (stereo unspecified)
→ -6, -4, -6
> CCOC(=O)c1csc(CNCCCOC)n1
→ -7, -4, -7
> O=C(NCc1ccc(C(=O)N2CCCCC2)cc1)C1Cc2ccccc2O1 (stereo unspecified)
→ /, 3, -6
> COc1ccc(OCC(O)CN(Cc2cccc(OC)c2)Cc2ccco2)cc1 (stereo unspecified)
→ -5, 32, -3
> C=CCn1c(C)cn2c3c(=O)n(Cc4ccc(Br)cc4)c(=O)n(C)c3nc12
→ -6, 9, 5
> Cc1ccc(C(=O)N(C)C2(C)CCS(=O)(=O)C2)cc1C (stereo unspecified)
→ /, 11, -2
> CCOc1cccc2cc(C(N)=O)c(=Nc3ccc(C(C)=O)cc3)oc12
→ -3, -13, -1
> COc1ncccc1C(=O)N1CCOC(c2ccc(Cl)c(Cl)c2)C1 (stereo unspecified)
→ /, 3, -4
> Cc1ccc(O)c(S(=O)(=O)N2CCN(c3cnc4ccccc4n3)CC2)c1
→ 2, -12, 8
> CCCNC(=O)Cn1nc(-c2cccs2)c2ccccc2c1=O
→ -7, 7, -5
> COCCCN(CC(=O)N(Cc1cccn1Cc1ccccc1Cl)CC(C)C)C(=O)C(C)Cl (stereo unspecified)
→ -6, 23, -4
> O=C(Nc1ccncc1)C1CC(=O)N(c2ccc(Br)cc2)C1 (stereo unspecified)
→ -5, 8, 0
> O=C(O)c1ccc(-c2cccc(CN3CCOCC3)c2)o1
→ 6, -5, 3
> Cc1ccc(-n2cc(CNC(C)c3ncn[nH]3)c(-c3ccc(F)cc3)n2)cc1 (stereo unspecified)
→ /, 0, -4

Given with tabs: part of the list above
SMILES	mcGAS inh	NPYLR7 agonist	hcGAS inh
CCCNC(=O)Cn1nc(-c2cccs2)c2ccccc2c1=O	-7	7	-5
O=C(Nc1ccncc1)C1CC(=O)N(c2ccc(Br)cc2)C1 (stereo unspecified)	-5	8	0

Further structures follow:
Values in the order – mcGAS inh, NPYLR7 agonist, hcGAS inh
> Cc1ccc(-c2ccnc(N[C@H](C)C(N)=O)n2)c(C)n1
→ -11, 1, -5
> Cc1ccsc1S(=O)(=O)N1CCOC2(CNCCOC2)C1 (stereo unspecified)
→ /, 12, -8
> COc1ccc(C)cc1N1CCN(C(=O)c2ccc(Cl)cc2)C(C)C1=O (stereo unspecified)
→ 1, -11, -1
> Cc1ccc(Cn2c(=O)c(C(=O)NCCN3CCOCC3)nn(-c3ccccc3F)c2=O)cc1
→ -3, 7, -1
> CC(C)(C)C(=O)CN1C(=O)NC(C)(c2ccc(Br)cc2)C1=O (stereo unspecified)
→ /, 13, -10
> COc1ccccc1C(=O)N1CCN(c2nc(C)nc(C)c2Cc2ccccc2Cl)CC1
→ -3, 11, -2
> CCN(C)S(=O)(=O)c1c(C)nn(CCc2scnc2C)c1C
→ -17, 0, -6
> O=C1OC(c2ccccc2)=NC1=C(Sc1ncccn1)c1ccccc1
→ /, 9, 1
> CCOc1ccc(S(=O)(=O)N2CCN(c3ccc(C)c(Cl)c3)CC2)cc1
→ /, 0, -9
> Cc1ccc(-c2ccccc2CN2CCN3C(=O)CNC(=O)C3C2)o1 (stereo unspecified)
→ /, 2, 2
> CNc1cncc(-c2ccc(S(C)(=O)=O)cc2)n1
→ /, 3, -4
> COc1cccc(CC(C2CCN(C(=O)c3cccc(F)c3F)CC2)N(C)C(=O)c2ccsc2)c1 (stereo unspecified)
→ -10, 7, -5
> COc1ccc(NC(=O)C2CCN(C(=O)[C@@H]3CCCN3C(=O)C34CC5CC(CC(C5)C3)C4)CC2)cc1
→ 2, 5, -3
> COC(=O)CCCC(=O)N1CCCC(C(=O)c2ccc3ccccc3c2)C1 (stereo unspecified)
→ /, 6, 0
> Cc1nc2c(c(N3CCN(S(=O)(=O)N4CCCC4)CC3)n1)CCNC2
→ /, 8, -3
> CC(C)Oc1ccc2c(=O)c(-c3ccccc3F)coc2c1
→ -1, -6, -3
> COC(=O)N1CCC(=O)N(C)C[C@H]2COc3ccc(C)cc3[C@H]21
→ -6, 24, -1
> COc1cccc(-c2nc3ccc(Br)cn3c2NCc2ccccc2)c1
→ 89*!, 12&29, -10&0

Random draw from the library; about 0.29% have a hit in one of these screens.
